p53ts 39C tox = cytotoxicity in p53ts cells at nonpermissive temperature; H1299-p53A138V viability at 39C, ATP luminescence, 24 h; Potency, µM (series often up to 46.1 µM), without a hit: at the top dose activity change, negative = cell killing, hits mostly cytotoxic; hit rate 1.5% among 130,000; AID 902; further: nearly all actives have a fitted effect of over 55% in size
IkB sig inh = IkB pathway inhibition in ABC-DLBCL cells. ABC-DLBCL IkBa-CBG/CBR dual luciferase ratio, 4 h; response scale: scaled: untreated 0%, proteasome inhibitor 100%. Potency, µM (highest dose often 57.1 µM), inactives show at the top dose IkBa stabilization activation. hit rate 0.04% among 110,000; active means well fitted curve in the direction sought with a large enough effect in the signal ratio, not every such curve was filed as active; inconclusive means small, poorly fitted or top-dose-only effect, or a change in a side signal; the % refers to the signal ratio;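 further: the direction sought is a rising ratio; 0% = basal untreated cells and 100% = reference inhibitor full response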
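In this assay, an IκBα–CBG68 fusion accumulates when IKK-driven degradation is blocked; native CBR normalizes for cell number. OCI-Ly3 cells were treated 4 h with compound and doxycycline, then green and red light read after Chroma-Glo addition.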
p53ts 32C kill = kills p53ts cells at the permissive temperature. H1299-p53A138V at 32C, ATP luminescence viability, 24 h. Potency, µM (series often up to 46.1 µM), inactives show at the highest dose activity change, negative = cytotoxicity, actives largely listed as cytotoxic. hit rate 0.93% among 130,000;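 further: 0% = DMSO and -100% = full killing by reference compound; nearly all actives have a fitted effect of over 55% in size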
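ATP-content luminescence (ATPlite) read-out after 24 h compound exposure at 32C in H1299-p53A138V cells (600/well). Tested up to 46 uM. Normalized to DMSO (0%) and 100 uM tamoxifen (100% killing); Hill-fit AC50.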
Peg3 imprint = genomic imprint erasure induction; mouse ES Peg3-LacZ reporter, beta-gal luminescence, 40 h; Potency, µM (top dose mostly 60.7 µM), without a hit: top-dose activity change, positive = activation, usual class: activators; hit rate 0.02% among 110,000;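 further: 0% = negative control wells on the plate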
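Readout: BetaGlo luminescence (5 min, room temp) for LacZ from the normally silent maternal Peg3 allele in female Peg3LacZ-Neo ES cells. Cells 300/well, 40 h, 37C, 5% CO2. Data normalized per plate to negative controls.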
* marks the source's active call; other numbers are inactive results; ? = inconclusive; . = no result given; [ ] = another dose, or the depositor's remark. Unless noted, the call rests on the fitted dose curve; in most records, active means well fitted curve in the direction sought with a large enough effect; inconclusive means small, poorly fitted or top-dose-only effect, or another doubt; inactive means no such curve, though single readings can be large; an effect the other way counts as inactive or inconclusive. Unless noted, on the % scale 0 is the no-effect control and ±100 the full control effect; potency means the concentration at half of the fitted maximal effect.

SMILES	p53ts 39C tox	IkB sig inh	p53ts 32C kill	Peg3 imprint
Cc1cc(NC(=O)CSc2nnc3c(C)cc4c(C)ccc(C)c4n23)no1	-1%	2.8%	8%	-22%
COc1ccc(NC(=O)c2ccc(Cl)c(S(=O)(=O)N3CCc4ccccc4C3)c2)cn1	16%	?	14%	5%
COc1cc(NC(=O)C2CCN(C(=O)c3sc4nc[nH]c(=O)c4c3C)CC2)cc(OC)c1OC	-4%	1.4%	7%	-5%[10.9 µM]
COc1ccc(C(=O)Nc2ccccc2C(=O)NCCCn2ccnc2)cc1	-19%	0.3%	?	-13%
Cc1ccc(-c2csc3ncnc(N4CCc5ccccc5C4)c23)cc1	1%	.	-23%	.
Oc1ccc(Cl)cc1CNc1ccc(Br)cn1	3%	8.8%	10%	-10%
CCOC(=O)c1c(-c2ccc(C)cc2)csc1NC(=O)c1cc(-c2ccc(Cl)cc2)on1	23%	-0.2%	3%	-10%[10.9 µM]
Cc1ccc(CNC(=O)CN2C(=O)C3(SCC(=O)N3c3ccc(F)cc3)c3ccccc32)cc1 (stereo unspecified)	-10%	?	5%	28%[10.9 µM]
COc1ccc2c(=O)c3c(=O)n(Cc4ccco4)c(-c4cc(OC)c(OC)c(OC)c4)nc3oc2c1	4%	-2.0%	5%	-9%
O=C(O)c1cccc(S(=O)(=O)Nc2ccc3oc(=O)sc3c2)c1	-10%	0.4%	-12%	-26%
COc1cccc(OC)c1C(=O)NCCc1sc(-c2cccc(F)c2)nc1C	4%	-1.1%	15%	-7%[10.9 µM]
Cc1cc(NC(=O)CN2CCC(C)CC2)nc2c1c(=O)oc1ccccc12	-4%	-2.0%	9%	-11%[10.9 µM]
CC(=O)NCCc1ccc(O)c(O)c1	-1%	4.6%	-13%	-15%
Cc1ccc(NC(=O)C2CCN(S(=O)(=O)c3ccc4c(c3)CCCN4C(=O)C3CCC3)CC2)cc1	-15%	?	2%	-13%[10.9 µM]
Cc1nc2c(c(=O)n1CCC1=CCCCC1)c1nc3ccccc3nc1n2/N=C/c1ccco1	13%	-2.0%	9%	-9%
C=CCn1c(SC(C)C(=O)NC2(C#N)CCCCC2)nnc1-c1ccc(OC)cc1 (stereo unspecified)	7%	0.1%	4%	-18%
CCc1nc(N)c(C#N)c(-c2ccc(O)c(OC)c2)c1C	-6%	1.0%	0%	-3%
CO[C@@H]1COC(=O)C/C=C\[C@H](C)[C@H](OC)COC(=O)[C@H]2CCCN2C(=O)C/C=C\[C@H]1C	-4%[9.22 µM]	.	3%[9.22 µM]	.
CC1(C)CC(=O)N(CC(=O)NCc2ccc(F)cc2)c2ccccc2S1(=O)=O	11%	3.0%	3%	0%
Cc1c(Cl)cccc1NC(=O)CCS(=O)(=O)c1ccc2c(c1)oc(=O)n2C	15%	?	-13%	-3%[10.9 µM]
CCOc1ccc(N2CC(NC(=O)c3ccc4c(c3)OCO4)CC2=O)cc1 (stereo unspecified)	12%	0.4%	-6%	-6%[10.9 µM]
O=S1(=O)CCN(Cc2ccccn2)CC1	-2%[9.22 µM]	-0.1%[11.4 µM]	9%[9.22 µM]	-8%[10.9 µM]
Cc1ccc(C(=O)c2oc3ccccc3c2NC(=O)c2cc(-c3ccccc3)on2)cc1F	6%	-1.0%	-5%	-15%[10.9 µM]
Cc1c(C(=O)N2CCCC2)oc2c1-c1nn(CC(=O)NCc3cccc(Br)c3)cc1CC2	1%	?	7%	-12%[10.9 µM]

4 of these compounds in another layout.
> CCOc1ccc(N2CC(NC(=O)c3ccc4c(c3)OCO4)CC2=O)cc1 (stereo unspecified)
  p53ts 39C tox: 12%
  IkB sig inh: 0.4%
  p53ts 32C kill: -6%
  Peg3 imprint: -6%[10.9 µM]

> O=S1(=O)CCN(Cc2ccccn2)CC1
  p53ts 39C tox: -2%[9.22 µM]
  IkB sig inh: -0.1%[11.4 µM]
  p53ts 32C kill: 9%[9.22 µM]
  Peg3 imprint: -8%[10.9 µM]

> Cc1ccc(C(=O)c2oc3ccccc3c2NC(=O)c2cc(-c3ccccc3)on2)cc1F
  p53ts 39C tox: 6%
  IkB sig inh: -1.0%
  p53ts 32C kill: -5%
  Peg3 imprint: -15%[10.9 µM]

> Cc1c(C(=O)N2CCCC2)oc2c1-c1nn(CC(=O)NCc3cccc(Br)c3)cc1CC2
  p53ts 39C tox: 1%
  IkB sig inh: ?
  p53ts 32C kill: 7%
  Peg3 imprint: -12%[10.9 µM]

In another format: results already given.
Results follow in this order: p53ts 39C tox | IkB sig inh | p53ts 32C kill | Peg3 imprint
- CC1(C)CC(=O)N(CC(=O)NCc2ccc(F)cc2)c2ccccc2S1(=O)=O
 : 11% | 3.0% | 3% | 0%
- C=CCn1c(SC(C)C(=O)NC2(C#N)CCCCC2)nnc1-c1ccc(OC)cc1 (stereo unspecified)
 : 7% | 0.1% | 4% | -18%
- Cc1c(C(=O)N2CCCC2)oc2c1-c1nn(CC(=O)NCc3cccc(Br)c3)cc1CC2
 : 1% | ? | 7% | -12%[10.9 µM]

Further records
SMILES	p53ts 39C tox	IkB sig inh	p53ts 32C kill	Peg3 imprint
Cc1nc2ccn(Cc3ccco3)c(=O)c2cc1C(=O)N1CCN(c2ccccc2F)CC1	-11%	?	8%	11%[10.9 µM]
Cc1ccc(S(=O)(=O)NCC(c2ccc(N(C)C)cc2)N2CCOCC2)cc1 (stereo unspecified)	-14%	1.1%	-2%	10%[10.9 µM]
Nc1ccc2[nH]cc(CCC(=O)O)c2c1	10%[9.22 µM]	-0.4%[11.4 µM]	3%[9.22 µM]	-2%[10.9 µM]
COc1cc(OC)cc(C(=O)NCCNC(=O)c2ccccc2)c1	4%	-0.5%	0%	-2%
CC(=O)Cc1nsc(NC(=O)c2cc(-c3cccc(C(F)(F)F)c3)oc2C)n1	13%	-6.1%	-5%	6%
CC(C)(C)OC(=O)NCC12C=CC(O1)C1C(=O)N(Cc3ccccc3)C(=O)C12 (stereo unspecified)	31%	.	-2%	.
CCOC(=O)C1CCN(c2nnc(N3CCCC3=O)s2)CC1	19%	.	7%	.
COCCNS(=O)(=O)c1cc(-c2nn(C)c(=O)c3ccccc23)ccc1C	-2%	-0.3%	9%	2%
O=c1[nH]c(CN2CCN(CCO)CC2)nc2ccccc12	-3%	-0.1%	4%	-5%
CCNC(=O)C1CCCN1S(=O)(=O)c1ccc(OC)cc1 (stereo unspecified)	10%	0.4%	8%	-3%
Cc1ccc(-c2cc(C(F)(F)F)n3nc(C(=O)NCC45CC6CC(CC(C6)C4)C5)cc3n2)cc1	-7%	-1.9%	-4%	-8%[10.9 µM]
CC1CCCN(c2ccc(C(=O)NCC3CCCO3)cn2)C1 (stereo unspecified)	-15%	-0.9%	-20%	-10%
O=C(CSc1ccc2nnc(-c3ccc(F)cc3)n2n1)NCc1ccco1	30%	1.1%	0%	-9%
Cc1ccc(C(=O)NCCc2csc(-c3cccc(F)c3)n2)cc1C	-29%	?	-12%	-6%[10.9 µM]
O=C(Cn1ccc2ccccc2c1=O)NCCC(=O)Nc1cccnc1	5%	1.5%	8%	1%
CCN1C(=Nc2ccc(Cl)cc2)SC/C1=C\C(=O)OC	-17%	-0.1%	-5%	-5%
COc1ccccc1Cn1c(=S)[nH]c2cc(C(=O)NCCN3CCOCC3)ccc2c1=O	0%	-3.4%	-2%	18%
Cc1cccc(C(=O)N2CCN(c3ccccn3)CC2)c1	19%	.	5%	.
CC(NS(=O)(=O)c1ccc(F)cc1)C(c1cccs1)N1CCN(C)CC1 (stereo unspecified)	-5%	3.2%	7%	-18%
O=C(c1cc(C(F)(F)F)cc(C(F)(F)F)c1)N1CCC2(CCN(Cc3ccncc3)CC2)CC1	-17%	2.2%[11.4 µM]	-11%	.
CCN1C(=O)[C@H]2[C@H]3[C@H](O)[C@H](O)C/C(=N/O[C@@H]4O[C@H](COC(C)=O)[C@@H](OC(C)=O)[C@H](OC(C)=O)[C@H]4OC(C)=O)[C@@H]3CC[C@@H]2C1=O	7%[9.22 µM]	.	-3%[9.22 µM]	.
Cc1ccc2cc3c(NC(=O)C(C)C)nn(C)c3nc2c1	-5%	-1.6%	-3%	-4%
COc1ccc(C2OC(=O)CC2C(=O)N2CCN(c3cc(Cl)ccc3C)CC2)cc1OC (stereo unspecified)	-10%	3.4%	-7%	-8%
CCOc1ccc(CNC(=O)c2ccc(CSc3nc4ccncc4n3Cc3ccc(F)cc3)cc2)cc1	-21%	?	2%	-10%[10.9 µM]
CC(C)(C)CC(=O)N1CCC(c2nc3c(nnn3Cc3c(F)cccc3Cl)c(=O)[nH]2)CC1	16%	0.5%	4%	?
Cn1c(=O)c2c(nc(OC/C=C/c3ccccc3)n2C)n(C)c1=O	1%	0.0%	0%	15%
O=S1(=O)NC2CCCCCN2c2ccc(F)cc21 (stereo unspecified)	-5%	0.7%	12%	-4%
CCCc1nnc(NC(=O)c2ccncc2)s1	-4%	4.6%	-6%	-35%[inhibitor]
CNC(=O)[C@H]1O[C@H](n2cnc3c(NCc4cccc(I)c4)ncnc32)[C@@H](O)[C@@H]1O	-24%	0.0%	-8%	-7%
C[N+](C)(C)C/C=C1/COCO1	4%	2.0%	-8%	2%
COc1cccc(Cn2c(=O)cnc3cnc(OCc4ccccc4)nc32)c1	-15%	0.5%[11.4 µM]	-2%	1%
c1ccc(C2NCCn3cccc32)cc1 (stereo unspecified)	7%	-0.2%	-2%	-1%
Cc1cc2oc(C(=O)Nc3ccc(S(=O)(=O)N(C)c4ccccc4)cc3)cc(=O)c2cc1C	-10%	-0.3%	0%	-4%[10.9 µM]
CCOc1ccccc1-n1cc2c(c1-c1ccc(OC)cc1)c(=O)n(C)c(=O)n2C	21%	?	7%	8%[10.9 µM]
O=C(Nc1ccc2c(c1)OCO2)C1(S(=O)(=O)c2ccc(Cl)cc2)CC1	1%	0.4%	6%	-9%
O=C(c1ccc(Cn2c(=O)[nH]c3ccccc3c2=O)cc1)N1CCN(c2ccccc2)CC1	-10%	1.7%	17%	-14%
CCc1c(C)sc(NC(=O)c2cc(C)no2)c1C#N	?	0.2%	?	-31%[inhibitor]
Cc1cccc(N2CCN(C(=O)c3cccn3-c3nnc(N4CCCCC4)s3)CC2)c1C	7%	?	-2%	-15%[10.9 µM]
CC(=O)c1ccc(NC(=O)CSc2nnc(-c3ccncc3)n2-c2ccccc2)cc1	2%	1.0%	-7%	-13%[10.9 µM]
COc1ccccc1NC(=O)NC(N)=O	8%	5.1%	0%	-15%
COc1ccc(OC)c(NC(=O)CSc2cn(CC(=O)N3CCCCCC3)c3ccccc23)c1	-1%	?	2%	-17%[10.9 µM]
O=C(O)c1ccc(CSc2nc3cccnc3n2Cc2cccc(F)c2)cc1	-5%	?	-3%	-4%[10.9 µM]
Cc1noc2ncnc(N3CCN(c4cccc(C(F)(F)F)c4)CC3)c12	-3%	?	-12%	-5%[10.9 µM]
Cc1nc(NC2CCCCC2)c2nc(-c3ccccc3)n(CCCN3CCOCC3)c2n1	9%	.	5%	-22%
CSc1nc2cc(F)c(F)cc2n1C	-3%	-0.3%	-7%	9%
CCOC(=O)c1oc2nc(C(C)C)c3c(c2c1N)CC(C)(C)OC3	18%	-3.3%	6%	-4%
N#Cc1c(N)oc(-c2ccc3c(c2)OCO3)c1-c1ccc2c(c1)OCO2	7%	0.6%	-1%	-8%
CC(C)(C)NC(=O)Cn1c(SCC(=O)Nc2nccs2)nc2ccccc21	-1%	.	-6%	.
CCOC(=O)c1ccc(Nc2cc(C)nc3nc(C)nn23)cc1	-1%	-1.9%	0%	-22%
COC1OC2COC(c3ccccc3)OC2C(O)C1O (stereo unspecified)	3%	.	-2%	12%
CC(=O)Nc1ccc(S(=O)(=O)N2CCSC2c2ccccc2)cc1 (stereo unspecified)	-6%	11%	-11%	-10%
CC(C)C(=O)Nc1ccc(NC(=O)c2cc3ccccc3o2)cc1	-8%	-2.5%	-6%	-23%
O=C(CC1COc2ccccc2O1)NC1CCCCC1 (stereo unspecified)	18%	1.9%	-8%	0%

From PubChem
